Screens (PubChem BioAssay)
Shn3 3UTR inh: Schnurri-3 reporter inhibition in Clone20 osteoblasts. Clone20 osteoblast Shn3 3'UTR firefly luciferase, 24 h. AID 588674. inhibition, % at 12.5 µM. 0.52% of 360,000 active;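 active means mean inhibition of at least 75% with every replicate also reaching 75%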;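 further: 0% = median of neutral control wells and 100% = pilot-screen positive control compound; some compounds past the cut are filed as inactive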
NR2F2 inh: blocks human COUP-TFII nuclear receptor | P24468 | HEK293T NGFI-A luciferase reporter, luminescence | inhibition, % at 8.6 µM | 0.7% of 370,000 active;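 active means inhibition above a per-plate cutoff, mean inhibition of test wells between control levels plus 3 SD, cut at about 38% in these data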;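 further: cells cotransfected with COUP-TFII expression vector driving the NGFI-A reporter; 0% = median of COUP-TF2 test wells and 100% = reporter-only cells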
Target sequence (P24468 whole entry, looked up): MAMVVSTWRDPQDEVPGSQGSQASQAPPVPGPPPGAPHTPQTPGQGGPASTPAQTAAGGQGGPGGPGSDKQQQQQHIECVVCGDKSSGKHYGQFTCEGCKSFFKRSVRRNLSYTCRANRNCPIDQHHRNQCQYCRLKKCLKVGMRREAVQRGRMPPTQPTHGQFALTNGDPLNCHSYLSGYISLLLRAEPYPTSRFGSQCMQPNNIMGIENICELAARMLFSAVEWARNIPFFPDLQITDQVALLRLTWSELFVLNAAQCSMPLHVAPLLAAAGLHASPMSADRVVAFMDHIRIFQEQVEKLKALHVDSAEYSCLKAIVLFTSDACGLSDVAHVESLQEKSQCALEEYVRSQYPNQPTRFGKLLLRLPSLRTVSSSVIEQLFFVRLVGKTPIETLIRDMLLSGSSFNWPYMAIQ
LMP1 NFkB inh: Epstein-Barr LMP1 NF-kappaB reporter inhibition | LMP1-induced NF-kappaB luciferase reporter cells, luminescence | inhibition, % at 12.5 µM | 0.69% of 350,000 active; in the data active means inhibition above about 41%;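 further: 0% = neutral control wells and 100% = reference inhibitor control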
KKLEB cytotox: counter-screen for CF NF-kB inhibitors: cytotoxicity | KKLEB CF airway cells viability, ATPlite luminescence, overnight; active compounds read low; cells stimulated with P. aeruginosa culture filtrate | activity change (cytotoxicity), % at 5 µM | 0.36% of 360,000 active;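 active means corrected activity change at or below -50% at 5 µM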
SRC3 inh: inhibits human SRC3 coactivator; HEK293 GAL4-SRC3 luciferase reporter, luminescence; AID 588352; inhibition, % at 3.6 µM; 0.17% of 360,000 active; Q9Y6Q9;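 active means inhibition above a per-campaign cutoff, the mean of all compounds plus 3 SD, cut at about 60% in these data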;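 further: 0% = DMSO-treated cells and 100% = gossypol-treated cells at 36 µM; higher means less SRC3-driven luciferase light from the GAL4 reporter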
TRAIL sens C8: sensitizes caspase-8 expressing cells to TRAIL; NB7+C8 cells + TRAIL, ATPlite viability luminescence; inhibition (viability loss, TRAIL sensitization), % at 10 µM; 1% of 360,000 active;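 active means compounds causing at least 50% loss of cell viability in the single-dose screen, relative to plate controls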
LRH-1 inv ag: NR5A2 inverse agonism in reporter assay; inhibition, % at 3.6 µM; 0.13% of 360,000 active; O00482; HEK293T StAR-luciferase reporter, LRH-1 transfected, 24 h;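 active means inhibition above the mean inhibition of all tested compounds plus 3 SD, cut at about 73% in these data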;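 further: 0% = DMSO wells and 100% = reporter-only cells lacking LRH-1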
Target sequence (O00482 whole entry, looked up): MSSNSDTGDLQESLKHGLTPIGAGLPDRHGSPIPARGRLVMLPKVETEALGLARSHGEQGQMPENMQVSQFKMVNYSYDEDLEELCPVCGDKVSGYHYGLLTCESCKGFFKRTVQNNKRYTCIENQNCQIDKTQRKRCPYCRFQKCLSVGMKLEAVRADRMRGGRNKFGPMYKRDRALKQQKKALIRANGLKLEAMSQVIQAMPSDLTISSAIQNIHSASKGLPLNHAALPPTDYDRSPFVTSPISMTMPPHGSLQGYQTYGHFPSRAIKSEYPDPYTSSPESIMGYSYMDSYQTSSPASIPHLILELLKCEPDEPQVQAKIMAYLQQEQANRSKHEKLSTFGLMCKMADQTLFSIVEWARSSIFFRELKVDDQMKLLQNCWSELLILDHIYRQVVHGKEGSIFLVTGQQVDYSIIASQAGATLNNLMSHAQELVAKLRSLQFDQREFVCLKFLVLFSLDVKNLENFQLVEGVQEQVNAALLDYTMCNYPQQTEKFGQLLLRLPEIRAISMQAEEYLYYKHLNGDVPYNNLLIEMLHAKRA
CF NFkB block: blocks PAF-induced NF-kB reporter in cystic fibrosis cells | 0.86% of 360,000 active | KKLEB NF-kB-GFP reporter, GFP fluorescence overnight | inhibition, % at 5 µM;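 active means at least 50% inhibition at 5 µM, scaled per plate between neutral and stimulator controls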;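 further: PAF is a Pseudomonas aeruginosa culture filtrate used as stimulus; plate controls were PAF-stimulated DMSO wells for no effect and unstimulated DMSO wells for full effect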
TROY signal inh: blocks TROY-dependent signaling in reporter cells. Q293 LMP1-TROYcd NF-kB luciferase reporter, 4 h. inhibition, % at 10 µM. 0.98% of 360,000 active. AID 1347056;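 active means compounds whose plate-normalised and pattern-corrected inhibition of the luciferase reporter signal at the single screening dose is 50% or more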
NCOA1 inh: human NCOA1 inhibition. 0.12% of 360,000 active. inhibition, % at 3.6 µM. HEK293 GAL4-SRC1 luciferase reporter, luminescence. AID 588354. Q15788;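 active means inhibition above the campaign mean plus 3 SD, with each screening campaign given its own cutoff, cut at about 60% in these data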;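 further: 0% = DMSO treated cells and 100% = gossypol at 36 µM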
TWEAK Fn14 block: inhibitors of TWEAK-Fn14 interaction signaling | TWEAK-stimulated Fn14 reporter cells, luciferase luminescence, 8 h | inhibition, % at 10 µM | 2% of 360,000 active | AID 1159606; in the data active means inhibition above about 50%
Active calls of the source: *. An excerpt; the hit share may differ from the screen's.

Results for O=C(Cc1nc2ccccc2[nH]1)c1ccc([N+](=O)[O-])cc1 ?
Shn3 3UTR inh: -66; NR2F2 inh: -8; LMP1 NFkB inh: -19; KKLEB cytotox: -11; SRC3 inh: -26; TRAIL sens C8: 19; LRH-1 inv ag: -27; CF NFkB block: -17; TROY signal inh: -26; NCOA1 inh: -35; TWEAK Fn14 block: -17

What do the screens show for `O=C(COC(=O)/C(=C/c1cccs1)c1cccs1)NC(c1ccccc1)c1ccccc1`?
Shn3 3UTR inh: 16; NR2F2 inh: -2; LMP1 NFkB inh: -3; KKLEB cytotox: -4; SRC3 inh: -9; TRAIL sens C8: 5; LRH-1 inv ag: 8; CF NFkB block: 0; TROY signal inh: 11; NCOA1 inh: -14; TWEAK Fn14 block: 31

How did COCCN(C(=O)/C=C/c1ccccc1)c1c(N)n(Cc2ccccc2)c(=O)[nH]c1=O do in these assays?
Shn3 3UTR inh: 4; NR2F2 inh: -1; LMP1 NFkB inh: 1; KKLEB cytotox: -9; SRC3 inh: 17; TRAIL sens C8: -14; LRH-1 inv ag: 0; CF NFkB block: -4; TROY signal inh: 24; NCOA1 inh: 14; TWEAK Fn14 block: 17

How did COC(=O)C1=C(CS(=O)(=O)c2ccc(Cl)cc2)NC(=O)NC1c1ccc(O)cc1 (stereo not drawn) do in these assays?
Shn3 3UTR inh: 0; NR2F2 inh: -20; LMP1 NFkB inh: 0; KKLEB cytotox: -9; SRC3 inh: -3; TRAIL sens C8: -3; LRH-1 inv ag: 6; CF NFkB block: 24; TROY signal inh: -7; NCOA1 inh: 12; TWEAK Fn14 block: 13

What do the screens show for `COc1ccc(COC(=O)c2ccc(Cl)c(S(=O)(=O)N3CC(C)OC(C)C3)c2)cc1` (stereo not drawn)?
Shn3 3UTR inh: 19; NR2F2 inh: 3; LMP1 NFkB inh: 6; KKLEB cytotox: 9; SRC3 inh: 17; TRAIL sens C8: -12; LRH-1 inv ag: 21; CF NFkB block: 2; TROY signal inh: 16; NCOA1 inh: -21; TWEAK Fn14 block: 15

What do the screens show for `CN(C)C(CNC1CC(C)(C)NC(C)(C)C1)c1cccc(F)c1` (stereo not drawn)?
Shn3 3UTR inh: -13; NR2F2 inh: -10; LMP1 NFkB inh: 0; KKLEB cytotox: 9; SRC3 inh: 4; TRAIL sens C8: 1; LRH-1 inv ag: -6; CF NFkB block: -17; TROY signal inh: 10; NCOA1 inh: -3; TWEAK Fn14 block: 12

What do the screens show for `CCOc1ccc(-n2cc(C(=O)c3cc(Cl)ccc3O)cc(C#N)c2=O)cc1`?
Shn3 3UTR inh: 8; NR2F2 inh: -15; LMP1 NFkB inh: 3; KKLEB cytotox: -9; SRC3 inh: 1; TRAIL sens C8: -3; LRH-1 inv ag: 1; CF NFkB block: 14; TROY signal inh: 26; NCOA1 inh: -4; TWEAK Fn14 block: -16

How did COc1cc(OC)c(OC)cc1/C=N/NC(=O)C[n+]1ccccc1 do in these assays?
Shn3 3UTR inh: 15; NR2F2 inh: 10; LMP1 NFkB inh: 2; KKLEB cytotox: -5; SRC3 inh: 26; TRAIL sens C8: -14; LRH-1 inv ag: 7; CF NFkB block: 13; TROY signal inh: -1; NCOA1 inh: 12; TWEAK Fn14 block: 5

Results for C[C@H](NC(=O)C1CC(=O)N(c2ccc(F)cc2)C1)C(=O)N1CCCCC1 (stereo partly drawn) ?
Shn3 3UTR inh: 4; NR2F2 inh: 9; LMP1 NFkB inh: -5; KKLEB cytotox: 15; SRC3 inh: -1; TRAIL sens C8: 13; LRH-1 inv ag: 9; CF NFkB block: 4; TROY signal inh: 4; NCOA1 inh: -51; TWEAK Fn14 block: 4

What do the screens show for `Cc1ccc(CCNC(=O)C2CCN(S(=O)(=O)c3cccc4nonc34)CC2)cc1`?
Shn3 3UTR inh: 4; NR2F2 inh: 14; LMP1 NFkB inh: 9; KKLEB cytotox: 0; SRC3 inh: 5; TRAIL sens C8: -5; LRH-1 inv ag: -22; CF NFkB block: 5; TROY signal inh: -17; NCOA1 inh: 14; TWEAK Fn14 block: 3

Results for COc1ccc(S(=O)(=O)N2CCOCC2)cc1NC(=O)CSc1nnnn1C1CC1 ?
Shn3 3UTR inh: -9; NR2F2 inh: 15; LMP1 NFkB inh: -3; KKLEB cytotox: 9; SRC3 inh: 0; TRAIL sens C8: -3; LRH-1 inv ag: 11; CF NFkB block: -18; TROY signal inh: 0; NCOA1 inh: -16; TWEAK Fn14 block: 0

What do the screens show for `Cc1ccc(-c2cc(-c3ccco3)c3c(N)c(C(=O)NN)oc3n2)cc1`?
Shn3 3UTR inh: -10; NR2F2 inh: 17; LMP1 NFkB inh: 31; KKLEB cytotox: 24; SRC3 inh: 6; TRAIL sens C8: -1; LRH-1 inv ag: 3; CF NFkB block: -72; TROY signal inh: 22; NCOA1 inh: 8; TWEAK Fn14 block: 15

The closing two records of the section above come first, to join the parts:
Results for COc1ccc(S(=O)(=O)N2CCOCC2)cc1NC(=O)CSc1nnnn1C1CC1 ?
Shn3 3UTR inh: -9; NR2F2 inh: 15; LMP1 NFkB inh: -3; KKLEB cytotox: 9; SRC3 inh: 0; TRAIL sens C8: -3; LRH-1 inv ag: 11; CF NFkB block: -18; TROY signal inh: 0; NCOA1 inh: -16; TWEAK Fn14 block: 0

What do the screens show for `Cc1ccc(-c2cc(-c3ccco3)c3c(N)c(C(=O)NN)oc3n2)cc1`?
Shn3 3UTR inh: -10; NR2F2 inh: 17; LMP1 NFkB inh: 31; KKLEB cytotox: 24; SRC3 inh: 6; TRAIL sens C8: -1; LRH-1 inv ag: 3; CF NFkB block: -72; TROY signal inh: 22; NCOA1 inh: 8; TWEAK Fn14 block: 15

How did COC(=O)c1cn(CC(=O)N2CCCCCC2)c2ccccc12 do in these assays?
Shn3 3UTR inh: -26; NR2F2 inh: -4; LMP1 NFkB inh: -10; KKLEB cytotox: 0; SRC3 inh: 22; TRAIL sens C8: -8; LRH-1 inv ag: 18; CF NFkB block: -7; TROY signal inh: 3; NCOA1 inh: -5; TWEAK Fn14 block: -21

Results for COC(=O)[C@@H]1C[C@@H](C(=O)O)[C@H](C)C1(C)C ?
Shn3 3UTR inh: -48; NR2F2 inh: -9; LMP1 NFkB inh: 3; KKLEB cytotox: 15; SRC3 inh: 8; TRAIL sens C8: -1; LRH-1 inv ag: -5; CF NFkB block: -6; TROY signal inh: -19; NCOA1 inh: 1; TWEAK Fn14 block: -8

Results for CN(c1ccc([N+](=O)[O-])cc1C(=O)Nc1ccccc1)C1CCCCC1 ?
Shn3 3UTR inh: 7; LMP1 NFkB inh: -11; KKLEB cytotox: -4; SRC3 inh: 1; TRAIL sens C8: 8; LRH-1 inv ag: -13; CF NFkB block: 11; TROY signal inh: 2; NCOA1 inh: 6; TWEAK Fn14 block: -6

What do the screens show for `Cc1noc(C)c1CSCC(=O)N(C)CC(=O)Nc1ccc(F)c(F)c1F`?
Shn3 3UTR inh: -3; NR2F2 inh: 12; LMP1 NFkB inh: -4; KKLEB cytotox: 8; SRC3 inh: -2; TRAIL sens C8: 13; LRH-1 inv ag: 12; CF NFkB block: -9; TROY signal inh: -8; NCOA1 inh: -5; TWEAK Fn14 block: 0

How did NC(=O)CCC(=O)N1CCCC(C(=O)c2ccc(C(F)(F)F)cc2)C1 (stereo not drawn) do in these assays?
Shn3 3UTR inh: 5; NR2F2 inh: -11; LMP1 NFkB inh: -1; KKLEB cytotox: 0; SRC3 inh: 9; TRAIL sens C8: 10; LRH-1 inv ag: 15; CF NFkB block: -1; TROY signal inh: 6; NCOA1 inh: -23; TWEAK Fn14 block: -13

How did Cc1ccc(S(=O)(=O)N/N=C/c2ccc(C#N)cc2)cc1 do in these assays?
Shn3 3UTR inh: -1; NR2F2 inh: 14; LMP1 NFkB inh: 3; KKLEB cytotox: -6; SRC3 inh: -25; TRAIL sens C8: -10; LRH-1 inv ag: 10; CF NFkB block: -7; TROY signal inh: 7; NCOA1 inh: 3; TWEAK Fn14 block: -2

What do the screens show for `CCc1ccc(S(=O)(=O)N2CCN(C(=O)C3CCN(C(C)=O)CC3)CC2)cc1`?
Shn3 3UTR inh: 10; NR2F2 inh: 6; LMP1 NFkB inh: -5; KKLEB cytotox: 6; SRC3 inh: 6; TRAIL sens C8: -2; LRH-1 inv ag: 2; CF NFkB block: -10; TROY signal inh: 4; NCOA1 inh: -3; TWEAK Fn14 block: -9

How did Cc1ccc(F)cc1NC(=O)Cc1ncc(C(F)(F)F)cc1Cl do in these assays?
Shn3 3UTR inh: 1; NR2F2 inh: 21; LMP1 NFkB inh: -1; KKLEB cytotox: -20; SRC3 inh: 5; TRAIL sens C8: 5; LRH-1 inv ag: -3; CF NFkB block: 4; TROY signal inh: 0; NCOA1 inh: 5; TWEAK Fn14 block: -17

How did COc1cc(/C=C(\C#N)c2nc3ccccc3[nH]2)ccc1O do in these assays?
Shn3 3UTR inh: -132; NR2F2 inh: -27; LMP1 NFkB inh: -7; KKLEB cytotox: -8; SRC3 inh: -61; TRAIL sens C8: 14; LRH-1 inv ag: -26; CF NFkB block: -46; TROY signal inh: -31; NCOA1 inh: -32; TWEAK Fn14 block: 26

How did O=C1CCC[C@@H]2Cc3[nH]c4c(Cl)ccc(Cl)c4c3[C@@H]3CCN1[C@H]23 do in these assays?
Shn3 3UTR inh: 16; NR2F2 inh: 19; LMP1 NFkB inh: 2; KKLEB cytotox: -25; SRC3 inh: -10; TRAIL sens C8: -4; LRH-1 inv ag: 17; CF NFkB block: 42; TROY signal inh: 14; NCOA1 inh: -13; TWEAK Fn14 block: 34

How did Cc1ccc2cccc(OCCCOc3ccccc3F)c2n1 do in these assays?
Shn3 3UTR inh: -4; NR2F2 inh: -27; LMP1 NFkB inh: -1; KKLEB cytotox: 0; SRC3 inh: -4; TRAIL sens C8: 29; LRH-1 inv ag: -21; CF NFkB block: -8; TROY signal inh: -10; NCOA1 inh: -16; TWEAK Fn14 block: -15

Results for Cc1cc(=O)oc2cc(OCC(=O)OC(C)C(=O)NC3CCCC3)ccc12 (stereo not drawn) ?
Shn3 3UTR inh: -11; NR2F2 inh: 5; LMP1 NFkB inh: 7; KKLEB cytotox: 13; SRC3 inh: 10; TRAIL sens C8: 9; LRH-1 inv ag: -2; CF NFkB block: 2; TROY signal inh: -2; NCOA1 inh: 3; TWEAK Fn14 block: 35

What do the screens show for `COc1ccc(C)cc1NC(=O)COC(=O)c1ccccc1SCC(=O)N1CCCC1`?
Shn3 3UTR inh: -12; NR2F2 inh: 24; LMP1 NFkB inh: -1; KKLEB cytotox: -7; SRC3 inh: 6; TRAIL sens C8: -5; LRH-1 inv ag: -3; CF NFkB block: 13; TROY signal inh: -3; NCOA1 inh: -45; TWEAK Fn14 block: 8

Results for Cc1cc(NC(=O)CSc2ccc3nnc(CCNS(=O)(=O)c4ccccc4)n3n2)no1 ?
Shn3 3UTR inh: -17; NR2F2 inh: -4; LMP1 NFkB inh: 6; KKLEB cytotox: 12; SRC3 inh: 6; TRAIL sens C8: -2; LRH-1 inv ag: 4; CF NFkB block: -4; TROY signal inh: 19; NCOA1 inh: 6; TWEAK Fn14 block: -4

How did O=C1NCCCCC1NS(=O)(=O)c1ccc(F)c(F)c1 (stereo not drawn) do in these assays?
Shn3 3UTR inh: 12; NR2F2 inh: 14; LMP1 NFkB inh: -3; KKLEB cytotox: 8; SRC3 inh: 19; TRAIL sens C8: -1; LRH-1 inv ag: 12; CF NFkB block: -4; TROY signal inh: -9; NCOA1 inh: -6; TWEAK Fn14 block: 14
